# ZTA DNA inh = ZTA (EBV) inhibition in EBNA-1 counter-screen; ZTA-DNA binding, fluorescence polarization; inhibition, % at 11 µM; 320,000 compounds, 0.15% hits; in the data active = inhibition above about 33%
# AHR activator = human AHR activation | P35869 | activation, % at 5 µM | AHR-responsive luciferase reporter cells, luminescence | 320,000 compounds, 2.5% hits; in the data active = activation above about 47%;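 note: 0% = vehicle wells and 100% = reference agonist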
# LAP4-GFP MLPCN = yeast TOR pathway LAP4-GFP modulation | 320,000 compounds, 0.34% hits | GFP response vs DMSO, % at 10 µM | S. cerevisiae LAP4-GFP multiplex, flow cytometry GFP, 3 h; median GFP as percent of DMSO wells;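 active = GFP response vs DMSO above a set limit, about the screen mean plus 3 SD, cut at about 150% in these data; inconclusive = under 70 cell events counted for the yeast strain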
# procasp7 counter = counter-screen for procaspase-3 activators: activators of human procaspase-7. P55210. recombinant procaspase-7, Ac-DEVD-pNA absorbance 405 nm; D23A/D198A/D206A triple mutant, cannot self-cleave; scale: DMSO 0, 5 µM enzyme 100. AID 463210. 330,000 compounds, 0.093% hits. activation, % at 8.5 µM;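 active = percent activation above the screen-wide mean plus 3 SD, cut at about 25% in these data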
#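 Assay system: Uncleavable procaspase-7 mutant enzyme | Input: 2 µM procaspase-7 mutant as dispensed | Timing: 1 h compound preincubation, 2 h substrate cleavage, 25 °C | Repeats: One well per compound | Control set: DMSO wells as 0%, DMSO with 5 µM added PC-7 as 100% | Technique: Epi-absorbance of released pNA at 405 nm, two timepoints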
# RPL19A TOR yeast = yeast TOR pathway RPL19A-GFP modulation; percent response vs DMSO, % at 10 µM; 330,000 compounds, 0.3% hits; S. cerevisiae RPL19A-GFP strain, flow cytometry, 3 h; hits give low values;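 active = percent response vs DMSO below 50%; inconclusive = fewer than 70 events counted for the yeast strain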;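 note: median channel GFP fluorescence of the barcoded RPL19A-GFP strain; ratio of sample median GFP to plate DMSO average so 100% = DMSO; lower means less RPL19A-GFP as with rapamycin TOR inhibition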
# EBNA-1 inhibitor = blocks EBNA-1 binding to DNA; EBNA-1 DNA binding, fluorescence polarization; inhibition, % at 14.8 µM; 300,000 compounds, 0.34% hits; AID 1950; in the data active = inhibition above about 28%
# proCasp3 act = procaspase-3 (human) activation | 330,000 compounds, 0.11% hits | activation, % at 8.5 µM | recombinant procaspase-3 D3A, Ac-DEVD-pNA absorbance 405 nm | AID 463141 | P42574;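 active = activation above the mean of all tested compounds plus 3 SD, cut at about 21% in these data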;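 note: 0% = DMSO alone and 100% = DMSO wells spiked with extra 5 µM PC-3 D3A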
#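 Assay system: Procaspase-3 D3A mutant, all three cleavage aspartates alanine. Buffer or medium: Zinc-free HEPES saline buffer with Triton X-100. Times: 1 h compound preincubation, 2 h substrate hydrolysis at 25 °C. Measured by: 405 nm absorbance of p-nitroaniline, reads at 0 and 120 min. Read-out basis: percent activation relative to control range. Replicates: singlicate.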
# MEP2 TOR yeast = alters MEP2-GFP fluorescence in TOR pathway yeast screen; AID 2016; 330,000 compounds, 0.51% hits; S. cerevisiae MEP2-GFP strain, flow cytometry GFP, 3 h; 100% = DMSO control level; GFP response vs DMSO, % at 10 µM;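 active = GFP response versus DMSO above a set limit, roughly screen mean plus 3 SD, cut at about 180% in these data; inconclusive = fewer than 70 cells counted for a yeast strain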;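 note: median GFP fluorescence of the barcode-gated MEP2-GFP cells per well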
# * = called active by the depositor; ? = inconclusive; . = not tested or not shown; [ ] = another dose, or the depositor's remark.
no.	Molecule	ZTA DNA inh	AHR activator	LAP4-GFP MLPCN	procasp7 counter
1	COc1cc2cc(-c3ccc(OC)c(OC)c3C)nc(N)c2cc1OC	-2	7	108	12
2	COc1ccc(NC(=O)O/N=C/c2ccc(N(C)C)cc2)cc1	13	10	114	-4
3	Cc1cccc(Nc2ncc3c(n2)CC(C)CC3=O)c1 (stereo unspecified)	8	-8	119	1
4	COc1cc(C(=O)Nc2nc(-c3ccc(Cl)cc3)c(C)s2)ccc1OCC(=O)Nc1ccc(F)cc1	-6	39	99	-2
5	O=C(NCCc1ccc2c(c1)OCCO2)c1cccc(F)c1	4	-2	99	4
6	NNC(=S)Nc1cccc(-c2n[nH]c(=S)o2)c1	5	0	111	-8
7	COc1ccc(S(=O)(=O)N(C)C)cc1NC(=O)[C@H](Cc1ccccc1)N1C(=O)c2ccccc2C1=O	7	0	97	-4
8	COc1ccc2c(c1)CCCC21NC(=O)NC1=O (stereo unspecified)	-7	1	106	12
9	COc1ccccc1C(=O)Nc1cc2c(ccc3ccccc32)oc1=O	1	9	94	13
10	COCCNC(=S)Nc1cc(OC)c(NC(=O)c2ccco2)cc1OC	5	0	100	3
11	O=C(O)/C=C/C(=O)Nc1ccc(Oc2ccccc2)cc1	-6	2	110	1
12	CC1CCCCC1NC(=O)c1ccc(NC2=NC3CS(=O)(=O)CC3S2)cc1 (stereo unspecified)	-9	0	98	2

no.	RPL19A TOR yeast	EBNA-1 inhibitor	proCasp3 act	MEP2 TOR yeast
1	96	-6	-5	105
2	99	3	-4	110
3	.	4	-3	92
4	98	7	4	101
5	101	-1	-5	102
6	98	11	-7	91
7	102	-3	9	108
8	82	-2	-8	97
9	87	0	-3	101
10	99	10	5	96
11	91	-7	-5	98
12	107	8	0	107

# 9 of these compounds in another layout:
4	COc1cc(C(=O)Nc2nc(-c3ccc(Cl)cc3)c(C)s2)ccc1OCC(=O)Nc1ccc(F)cc1
5	O=C(NCCc1ccc2c(c1)OCCO2)c1cccc(F)c1
6	NNC(=S)Nc1cccc(-c2n[nH]c(=S)o2)c1
7	COc1ccc(S(=O)(=O)N(C)C)cc1NC(=O)[C@H](Cc1ccccc1)N1C(=O)c2ccccc2C1=O
8	COc1ccc2c(c1)CCCC21NC(=O)NC1=O (stereo unspecified)
9	COc1ccccc1C(=O)Nc1cc2c(ccc3ccccc32)oc1=O
10	COCCNC(=S)Nc1cc(OC)c(NC(=O)c2ccco2)cc1OC
compound no.	4	5	6	7	8	9	10
ZTA DNA inh	-6	4	5	7	-7	1	5
AHR activator	39	-2	0	0	1	9	0
LAP4-GFP MLPCN	99	99	111	97	106	94	100
procasp7 counter	-2	4	-8	-4	12	13	3
RPL19A TOR yeast	98	101	98	102	82	87	99
EBNA-1 inhibitor	7	-1	11	-3	-2	0	10
proCasp3 act	4	-5	-7	9	-8	-3	5
MEP2 TOR yeast	101	102	91	108	97	101	96

11	O=C(O)/C=C/C(=O)Nc1ccc(Oc2ccccc2)cc1
12	CC1CCCCC1NC(=O)c1ccc(NC2=NC3CS(=O)(=O)CC3S2)cc1 (stereo unspecified)
compound no.	11	12
ZTA DNA inh	-6	-9
AHR activator	2	0
LAP4-GFP MLPCN	110	98
procasp7 counter	1	2
RPL19A TOR yeast	91	107
EBNA-1 inhibitor	-7	8
proCasp3 act	-5	0
MEP2 TOR yeast	98	107

# New compounds follow:
no.	Molecule	ZTA DNA inh	AHR activator	LAP4-GFP MLPCN	procasp7 counter
13	CC1CN(C(=O)C2CCCCC2)C(C)CN1C(=O)C1CCCCC1 (stereo unspecified)	10	2	106	16
14	O=C(O)c1cccc2[nH]c(C(F)(F)F)nc12	6	1	93	-2
15	CN(C)c1ccc(/C=C2\C(=N)N3N=C(CC(=O)N4CCCC4)SC3=NC2=O)cc1Br	12	2	92	15
16	CC1=C(C#N)C(=O)N(C2CCS(=O)(=O)C2)C(=O)/C1=C\c1ccc(C)o1 (stereo unspecified)	17	0	113	-5
17	Cc1ccc(-c2csc(NC(=O)c3ccco3)n2)cc1C	-14	1	87	-6
18	Cc1onc(-c2ccc(Cl)cc2)c1-c1ccnc(SCC(=O)Nc2ccc(C(C)C)cc2)n1	-3	1	108	-9
19	CCOc1ccc(/C=C/C(=O)NCc2ccccc2)cc1	-13	16	97	9
20	O=C(COC(=O)c1ccccc1O)Nc1cccc(S(=O)(=O)NC2=NCCCCC2)c1	-9	3	101	-1
21	CCC(CO)NC(=O)c1ccc(-c2nn(C)c(=O)c3ccccc23)cc1 (stereo unspecified)	-5	1	95	4
22	COc1ccc(-n2c(SCC(=O)Nc3ccccc3)nc(O)cc2=O)cc1	-2	-1	118	12
23	Cc1cc(Cl)c(OCCCN(C)C)c(Br)c1	5	-1	118	4
24	CSc1ncccc1C(=O)OCC(=O)N1CCN(S(=O)(=O)c2ccc(C)cc2C)CC1	-7	0	107	4

no.	RPL19A TOR yeast	EBNA-1 inhibitor	proCasp3 act	MEP2 TOR yeast
13	102	17	2	98
14	93	-2	-3	99
15	98	-14	-3	95
16	104	9	7	111
17	98	-25	6	99
18	99	7	3	98
19	98	-4	8	97
20	100	-2	-3	104
21	98	12	4	100
22	101	-3	-2	103
23	93	-7	4	109
24	98	-4	7	101

# New compounds follow.
no.	Molecule	ZTA DNA inh	AHR activator	LAP4-GFP MLPCN	procasp7 counter
25	CC(C)c1ccccc1NC(=O)COC(=O)CNC(=O)c1ccc(Br)cc1	11	2	105	2
26	O=C(c1ccco1)N1CCN(S(=O)(=O)c2ccc(Cl)s2)CC1	-19	-1	91	-3
27	COc1ccc(Br)cc1C(=O)NC(=S)Nc1ccc(CN2CCOCC2)cc1	-1	-4	130	-4
28	COCCn1c(Cc2ccccc2)nnc1SCC(=O)Nc1cc(C)on1	6	-3	98	-4
29	CCOC(=O)C1=C(COC(=O)COc2ccc(C(=O)CC)cc2)NC(=O)NC1C (stereo unspecified)	3	0	103	6
30	CCOC(=O)c1c(C)[nH]c(C(=O)N2CCC(C(=O)OCC)CC2)c1C	4	-6	92	7
31	O=C(CCOc1ccccc1)N1CCN(c2ccc(O)cc2)CC1	-11	1	96	-19
32	Cc1cccc2cc(CN(Cc3ccc(F)cc3)C(=O)N3CCOCC3)c(=O)[nH]c12	-7	4	99	0
33	CCCCN(C(=O)CCC(=O)Nc1cc(C)on1)C(C(=O)NC(C)(C)C)c1ccccc1Cl (stereo unspecified)	-19	0	66[may fluoresce red]	4
34	COc1cccc(C(=O)Nc2nnc(C3CCCO3)s2)c1 (stereo unspecified)	5	18	91	8
35	O=C(C1=COCCO1)N1CCN(S(=O)(=O)c2cccc(Br)c2)CC1	-11	1	86	-1
36	Cc1ccc(NC(=O)CSc2nc(=O)n(CCN3CCOCC3)c3c2CCCC3)cc1	-7	-1	113	12

no.	RPL19A TOR yeast	EBNA-1 inhibitor	proCasp3 act	MEP2 TOR yeast
25	98	3	7	98
26	93	-2	-4	96
27	86	-25	-1	101
28	105	1	1	102
29	97	-6	-1	94
30	95	6	0	92
31	109	1	-2	108
32	99	1	1	110
33	?	0	15	95[may fluoresce red]
34	87	1	-7	90
35	93	.	9	96
36	95	-7	6	96

# Next section.
no.	Molecule	ZTA DNA inh	AHR activator	LAP4-GFP MLPCN	procasp7 counter
37	O=C(Cn1cc(C(F)(F)F)cc(Cl)c1=O)NCc1ccc(Cl)cc1Cl	5	2	89	-8
38	COc1cc(NC(=O)c2ccccc2)c(OC)cc1NC(=O)CN1CCOCC1	3	29	99	11
39	CCC(=O)N1CCc2cc(Br)cc(S(=O)(=O)N(C)c3ccc(OC)cc3OC)c21	6	5	99	5
40	CCC(=O)NC(=S)Nc1ccccc1C(F)(F)F	-27	10	84	3
41	COc1ccccc1Nc1c([N+](=O)[O-])cncc1[N+](=O)[O-]	12	5	102	-3
42	CCCc1cc(=O)oc2cc(OCc3nn[nH]n3)ccc12	11	-1	92	5
43	COc1ccc(OCCCCN(C)Cc2ccccc2)cc1	5	-1	96	16
44	O=C(NNC(=O)C1[C@H]2CCCC[C@@H]12)c1ccc(=O)oc1 (stereo partly specified)	1	2	110	5
45	O=c1[nH]c(C2CCN(S(=O)(=O)c3ccc(F)cc3)CC2)nc2c1nnn2Cc1ccc2c(c1)OCCO2	16	-2	98	-16
46	CCSC1=C(C#N)C(c2ccc3c(c2)OCO3)C2=C(CCCC2=O)N1 (stereo unspecified)	13	1	102	-2
47	S=c1[nH]nc(-c2ccc3ccccc3n2)n1-c1ccc2c(c1)OCCO2	4	18	100	-32
48	CN(Cc1nccn1C)C(=O)c1cc(COc2cccc(C(F)(F)F)c2)on1	-20	1	114	-7

no.	RPL19A TOR yeast	EBNA-1 inhibitor	proCasp3 act	MEP2 TOR yeast
37	102	10	6	111
38	101	3	-1	105
39	98	-4	-4	102
40	.	-1	9	93
41	97	-2	3	94
42	100	12	4	94
43	109	8	7	108
44	104	-3	1	105
45	97	-2	0	96
46	103	10	5	106
47	98	-3	-32	96
48	102	2	4	115

# Next part:
no.	Molecule	ZTA DNA inh	AHR activator	LAP4-GFP MLPCN	procasp7 counter
49	COc1ccc(Cn2c(=O)[nH]c3cc(C(=O)NCCCN4CCCC4=O)ccc3c2=O)cc1	15	2	104	5
50	CCOc1ccc(/C=C/C(=O)N(CC)CC(=O)Nc2ccc3c(c2)OCCO3)cc1OCC	1	13	98	-1
51	COC(=O)c1cccc(NC(=O)CC2C(=O)NCCN2C(=O)c2ccc(F)cc2F)c1 (stereo unspecified)	3	8	100	1
52	CC1CC(=O)N(C)c2cc([N+](=O)[O-])ccc2N1 (stereo unspecified)	8	0	99	-2
53	CC1Cc2ccccc2N1C(=O)c1ccc(N2CCCC2)c([N+](=O)[O-])c1 (stereo unspecified)	-10	-5	102	-6
54	Cc1ccnc(N2CCC(C(=O)Nc3ccc(Oc4ccccc4)cc3)CC2)n1	2	1	117	-3
55	C=CCn1c(SCc2csc(C)n2)nc2sc3c(c2c1=O)CCC(C)C3 (stereo unspecified)	9	0	106	-2
56	CCCOc1cccc(-c2nnc(NC(=O)c3ccco3)s2)c1	9	2	108	2
57	CC1CCCC(C)N1S(=O)(=O)c1ccc(NC(=O)CNCC2CCCO2)cc1 (stereo unspecified)	-16	-1	110	7
58	Cc1noc(C)c1NC(=O)N(C)C[C@H]1Oc2ccc(NC(=O)NC3CCCCC3)cc2C(=O)N([C@H](C)CO)C[C@@H]1C	.	3	107	15
59	Cc1ccccc1N(C(=O)Cn1nnc(-c2cccs2)n1)C(C(=O)NCCC(C)C)c1ccco1 (stereo unspecified)	9	1	111	0
60	Cc1cc(C)c(S(=O)(=O)N2CCN(C(=O)c3ccc(-n4cncn4)c([N+](=O)[O-])c3)CC2)c(C)c1	-14	0	102	0

no.	RPL19A TOR yeast	EBNA-1 inhibitor	proCasp3 act	MEP2 TOR yeast
49	97	11	11	108
50	102	-4	1	94
51	91	1	1	99
52	104	12	8	107
53	111	-5	-2	114
54	112	0	6	110
55	93	10	-7	108
56	102	0	6	107
57	101	2	-6	104
58	101	.	7	101
59	94	4	-1	104
60	98	-7	-9	97

# From PubChem BioAssay
